Compound activity (PubChem)
HEK293 tox – cytotoxicity counter-screen for GLP-1 receptor inverse agonists | HEK293 cAMP-luciferase reporter cells, luminescence, 24 h | Potency, µM (highest dose often 38.3 µM), for inactives: at the highest dose activity change, negative = inhibition, usual class: inhibitors | 410,000 compounds, 0.13% hits;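 further: loss of luciferase light is scored as toxicity; potency means the concentration at half of the fitted maximal effect; on the % scale 0 is the no-effect control and ±100 the full control effect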
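A 23 nL compound transfer followed 12 hours of cell culture at 37 deg C; exposure then lasted 24 hr. Luciferase assay detection reagent was dispensed and plates read for luminescence after a 12 min room-temperature wait.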
GLP-1R inv ag – inverse agonists of human GLP-1 receptor; HEK293 GLP-1R CRE-luciferase, luminescence, 24 h; GLP-1R form is constitutively active; P43220; 410,000 compounds, 1.6% hits; Potency, µM (titrated, usually from 38.3 µM), for inactives: at the top dose activity change, negative = inhibition, most hits filed as inhibitors; further: potency means the concentration at half of the fitted maximal effect; on the % scale 0 is the no-effect control and ±100 the full control effect; nearly all actives have a fitted effect of over 55% in size
Target sequence (P43220 whole entry, looked up): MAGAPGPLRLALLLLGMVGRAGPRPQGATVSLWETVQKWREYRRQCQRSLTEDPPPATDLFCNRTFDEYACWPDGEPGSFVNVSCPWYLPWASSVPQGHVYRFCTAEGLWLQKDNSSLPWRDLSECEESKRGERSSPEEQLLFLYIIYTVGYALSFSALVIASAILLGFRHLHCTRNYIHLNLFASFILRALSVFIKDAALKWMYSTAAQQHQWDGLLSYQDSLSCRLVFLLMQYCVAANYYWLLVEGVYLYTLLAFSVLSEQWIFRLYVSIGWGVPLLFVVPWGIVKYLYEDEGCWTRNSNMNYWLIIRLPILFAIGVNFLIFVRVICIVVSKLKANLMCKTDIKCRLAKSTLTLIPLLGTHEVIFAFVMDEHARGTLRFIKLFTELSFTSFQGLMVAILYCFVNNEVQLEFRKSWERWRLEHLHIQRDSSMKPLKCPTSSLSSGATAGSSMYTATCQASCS
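Stable HEK293 clone (constitutively active GLP-1R + cAMP-response luciferase); 200 cells/uL plated, 12 h pre-culture, compound 24 hr, 37 deg C/5% CO2; detection reagent 12 min RT; luminescence.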
D3 ag – agonists of human D3 dopamine receptor. P35462. D3R DiscoveRx beta-arrestin cells, luminescence, 90 min. max activation, %. 410,000 compounds, 0.58% hits; in the data active means max activation above about 30%; further: 0% is about no effect; mostly tested at two doses, the higher about 12 µM
Target sequence (P35462 whole entry, looked up): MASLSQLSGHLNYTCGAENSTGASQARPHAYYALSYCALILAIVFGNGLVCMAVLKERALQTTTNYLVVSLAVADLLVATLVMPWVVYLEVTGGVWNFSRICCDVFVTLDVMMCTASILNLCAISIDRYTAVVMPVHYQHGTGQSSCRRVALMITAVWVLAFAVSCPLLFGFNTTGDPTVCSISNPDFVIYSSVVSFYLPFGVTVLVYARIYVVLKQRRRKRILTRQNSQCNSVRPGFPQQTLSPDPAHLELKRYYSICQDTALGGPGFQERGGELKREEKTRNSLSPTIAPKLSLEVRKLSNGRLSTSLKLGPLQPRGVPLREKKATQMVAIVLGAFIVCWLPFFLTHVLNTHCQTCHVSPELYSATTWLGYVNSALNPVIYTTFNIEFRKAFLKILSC
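Agonist mode: compounds and dopamine controls were applied to plated cells for 90 min at 37 degrees C after an overnight attachment at 1500 cells/well. Luminescent read-out followed 30 - 60 minutes at room temperature with DiscoveRx detection reagent.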
* hit, by the source's call; [ ] = dose if it differs, or a comment. Unless noted, the call rests on the fitted dose curve; in most records, active means well fitted curve in the direction sought with a large enough effect; inconclusive means small, poorly fitted or top-dose-only effect, or another doubt; inactive means no such curve, though single readings can be large; an effect the other way counts as inactive or inconclusive. The list is partial. The share of hits here may be higher or lower than overall.

For CCCCCNC(=O)c1c[nH]c2ccc(S(=O)(=O)N3CCC(C)CC3)cc2c1=O the results were HEK293 tox -3.3%, GLP-1R inv ag 10.0% and D3 ag -13.3.
`Cc1ccccc1C(=O)OCc1cc(=O)n2nc(-c3cccs3)sc2n1` gave HEK293 tox 7.8%, GLP-1R inv ag 2.6% and D3 ag -0.2.
Screening COc1ccc(Cn2ccnc2SCC(=O)Nc2ccc(C)cc2C)cc1 returned HEK293 tox -10.9%, GLP-1R inv ag -24.8% and D3 ag 6.1.
For O=C(NCCc1ccccc1)C1COc2ccccc2C1 (configuration not stated) the results were HEK293 tox 5.5%, GLP-1R inv ag -4.4% and D3 ag -9.9.
`COc1ccc(C2C=C(c3ccccc3)Nc3nc(NC(=O)/C=C/c4ccccc4OC)nn32)cc1` (configuration not stated) gave HEK293 tox 39.1%[activator], GLP-1R inv ag 8.4% and D3 ag -6.8.
For O=C(CN1C(=O)c2ccccc2Sc2ccc(C(=O)N3CCOCC3)cc21)Nc1ccc(Cl)cc1F the results were HEK293 tox -4.3%, GLP-1R inv ag 4.1% and D3 ag 4.8.
`Cc1nc2ccn(Cc3cccnc3)c(=O)c2cc1C(=O)NCc1ccccc1` gave HEK293 tox -2.0%, GLP-1R inv ag -37.0% and D3 ag -3.0.
O=C(c1nc(-c2ccc(Cl)cc2)n2c1CCCCC2)N1CCN(c2ccc(F)cc2)CC1 was read as HEK293 tox -14.3%, GLP-1R inv ag 10µM* and D3 ag 1.5.
`COc1ccc(CCn2c(=O)c3cccnc3n(CC(=O)Nc3ccc(C)c(F)c3)c2=O)cc1OC` gave HEK293 tox -6.7%, GLP-1R inv ag -16.5% and D3 ag -8.4.
COCCNC(=O)Nc1cc(C(=O)NCc2ccc(C(C)C)cc2)ccc1N1CCCC1 was read as HEK293 tox -2.1%, GLP-1R inv ag -15.0% and D3 ag 4.0.
For Cc1ccc(CNC(=O)CN2N=C(c3ccccc3)CCC2=O)cc1 the results were HEK293 tox 0.3%, GLP-1R inv ag 4.2% and D3 ag -18.8.
For COc1ccc(C2C=C(c3ccccc3)Nc3nc(NC(=O)c4ccc(C)cc4)nn32)cc1 (configuration not stated) the results were HEK293 tox 319.3%[activator], GLP-1R inv ag 6.2% and D3 ag -1.1.
`CCOC(=O)Cc1ccc(NC(=O)N2CCC(CN3CCCCCC3)CC2)cc1` gave HEK293 tox 3.2%, GLP-1R inv ag -1.0% and D3 ag 0.3.
For CC1CCc2c(sc(NC(=O)Cc3ccccc3)c2C(=O)Nc2ccc(Cl)cc2)C1 (configuration not stated) the results were HEK293 tox -12.8%, GLP-1R inv ag 7.0% and D3 ag -9.1.
For Cc1cc(C(=O)Nc2cccc(C)c2C)c2c(C)nn(-c3cccc(F)c3)c2n1 the results were HEK293 tox -5.8%, GLP-1R inv ag -5.3% and D3 ag 17.6.
`Cc1cccc(CSc2nc3cccnc3n2Cc2ccc(C(=O)NCc3cccs3)cc2)c1` gave HEK293 tox -15.6%, GLP-1R inv ag -20.6% and D3 ag -4.5.
`Cc1cccc(CNC(=O)c2oc3c(c2C)-c2nn(Cc4cccc(Cl)c4)cc2CC3)c1` gave HEK293 tox -20.6%, GLP-1R inv ag inconclusive and D3 ag -15.8.
`COc1ccc(C(CC(=O)NCc2ccc(Cl)cc2)N2Cc3ccccc3C2=O)cc1OC` (configuration not stated) gave HEK293 tox -15.3%, GLP-1R inv ag -16.4% and D3 ag -15.0.
For Cc1ccc(CNS(=O)(=O)c2cc3[nH]c(=O)c(=O)[nH]c3cc2C)cc1 the results were HEK293 tox 2.7%, GLP-1R inv ag 13.0% and D3 ag 7.8.
Screening COC(=O)c1ccc2c(=O)n(CCCCCC(=O)N3CCN(c4cccc(C)c4C)CC3)c(=O)[nH]c2c1 returned HEK293 tox -30.9%, GLP-1R inv ag inconclusive and D3 ag -20.8.

Fetched by compound from above (2):
`CCOC(=O)Cc1ccc(NC(=O)N2CCC(CN3CCCCCC3)CC2)cc1` gave HEK293 tox 3.2%, GLP-1R inv ag -1.0% and D3 ag 0.3.
For CC1CCc2c(sc(NC(=O)Cc3ccccc3)c2C(=O)Nc2ccc(Cl)cc2)C1 (configuration not stated) the results were HEK293 tox -12.8%, GLP-1R inv ag 7.0% and D3 ag -9.1.

More results:
Screening Cc1cc2oc(C(=O)Nc3sc4c(c3C(=O)NCc3ccccc3)CCCC4)cc(=O)c2cc1C returned HEK293 tox 35.6%[activator], GLP-1R inv ag 3.2% and D3 ag -1.7.
Screening Cc1ccc(C)c(NC(=O)C2CCCN2S(=O)(=O)c2ccc3c(c2)CCCC(=O)N3)c1 (configuration not stated) returned HEK293 tox 1.1%, GLP-1R inv ag -3.0% and D3 ag 4.3.
Cc1cc(=O)n(Cc2ccc(Br)cc2F)c2c1c(C)nn2-c1ccccc1 was read as HEK293 tox 0.2%, GLP-1R inv ag 7.0% and D3 ag 2.4.
`Cc1ccc(Cl)cc1NC(=O)CCS(=O)(=O)c1ccc(Br)s1` gave HEK293 tox -0.7%, GLP-1R inv ag -20.7% and D3 ag -21.4.
Screening CCC1CCCCN1S(=O)(=O)c1ccc(N2CCCCS2(=O)=O)cc1 (configuration not stated) returned HEK293 tox 0.0%, GLP-1R inv ag -4.0% and D3 ag -18.3.
Screening Cc1csc2nc(COc3ccc(NC(=O)c4ccccc4F)cc3)cc(=O)n12 returned HEK293 tox -3.7%, GLP-1R inv ag 3.9% and D3 ag -2.9.
`Cc1cccc(N2CCN(C(=O)CCn3c(=O)c4cccn4c4cccnc43)CC2)c1C` gave HEK293 tox 17.2%, GLP-1R inv ag 6.4% and D3 ag -8.7.
For CCOC(=O)c1cnc2nc(NCc3ccc(OCC)cc3)[nH]n2c1=O the results were HEK293 tox 6.6%, GLP-1R inv ag 16.8% and D3 ag 1.7.
`Cc1ccc(CNC(=O)c2ccc3c(c2)nc2n3CCOC2)cc1` gave HEK293 tox -9.9%, GLP-1R inv ag 27.4% and D3 ag -12.1.
Screening COc1ccc(NC(=O)Cn2nc(SC)c(S(=O)(=O)c3ccc(C)cc3)c2N)cc1OC returned HEK293 tox -6.5%, GLP-1R inv ag 8.2% and D3 ag 2.8.
For O=C(CSCc1nc2cccnc2n1C1CCCCC1)NCc1cccc(Cl)c1 the results were HEK293 tox 0.4%, GLP-1R inv ag inconclusive and D3 ag -14.8.
`CCCCS(=O)(=O)c1oc(-c2cccs2)nc1S(=O)(=O)c1ccc(F)cc1` gave HEK293 tox inconclusive, GLP-1R inv ag inconclusive and D3 ag -25.6.
CN1C(=O)c2ccccc2Sc2ccc(NC(=O)Cc3ccc(Cl)cc3)cc21 was read as HEK293 tox -4.4%, GLP-1R inv ag inconclusive and D3 ag 9.4.
`Cc1cccc(OCC(=O)Nc2ccc(OCc3cc(=O)n4cc(C)ccc4n3)cc2)c1` gave HEK293 tox 0.0%, GLP-1R inv ag 12.1% and D3 ag -1.8.
Cc1cccc(OCCSc2nc3ccccc3n2CC(=O)N2CCCCC2)c1C was read as HEK293 tox -6.0%, GLP-1R inv ag inconclusive and D3 ag 5.2.
Screening CCn1nc(C)c2c(-c3ccccc3)cc(=O)n(C(C)C(=O)Nc3cccc(F)c3)c21 (configuration not stated) returned HEK293 tox 0.4%, GLP-1R inv ag 7.94µM* and D3 ag -13.0.
`CCOC(=O)c1ccc(NC(=O)C2CCCN(c3ncnc4onc(C)c34)C2)cc1` (configuration not stated) gave HEK293 tox -6.8%, GLP-1R inv ag -14.6% and D3 ag 6.3.
COc1ccc(OC)c(NC(=O)c2cc3c(=O)n4cccc(C)c4nc3n2C)c1 was read as HEK293 tox -9.5%, GLP-1R inv ag 5.7% and D3 ag 3.2.
For COc1cccc(CSc2nc(-c3ccccc3OC)nc3c2Cc2c(CO)cnc(C)c2O3)c1 the results were HEK293 tox -21.9%, GLP-1R inv ag -9.4% and D3 ag 6.9.
`Cc1ccc(-c2noc(CNC(=O)c3ccc(Br)o3)n2)cc1` gave HEK293 tox -3.2%, GLP-1R inv ag -20.0% and D3 ag -15.9.
Screening CCc1nc2nc(C)cc(Nc3ccc(Br)cc3F)n2n1 returned HEK293 tox 1.3%, GLP-1R inv ag 9.8% and D3 ag -2.6.
Cc1ccc2c(CC(=O)Nc3cc(C(F)(F)F)ccc3Cl)coc2c1C was read as HEK293 tox -3.3%, GLP-1R inv ag 5.0% and D3 ag -1.4.
For COc1ccc(OC)c(S(=O)(=O)N2Cc3ccccc3CC2C(=O)Nc2ccc(C(C)=O)cc2)c1 (configuration not stated) the results were HEK293 tox -0.8%, GLP-1R inv ag -22.1% and D3 ag 1.4.
CCC1CCCCN1C(=O)Cn1c(=O)n(CC2CCC(C(=O)NC)CC2)c(=O)c2sccc21 (configuration not stated) was read as HEK293 tox -7.2%, GLP-1R inv ag 3.4% and D3 ag 7.2.
`CCOc1ccc(OCC(=O)NCCS(=O)(=O)N2CCN(c3ccccc3F)CC2)cc1` gave HEK293 tox 1.2%, GLP-1R inv ag -5.3% and D3 ag 7.2.
`O=C(Cn1ncc2c3ccccc3n(Cc3ccc(F)cc3)c2c1=O)NCc1ccccn1` gave HEK293 tox -1.8%, GLP-1R inv ag -17.2% and D3 ag -6.9.
Cc1ccc(S(=O)(=O)c2nc(-c3ccco3)oc2SCc2ccccc2Cl)cc1 was read as HEK293 tox 20.4%, GLP-1R inv ag inconclusive and D3 ag -7.2.
O=C(CCC(=O)N1CC2CCCN2c2ccccc21)NCc1ccccc1 (configuration not stated) was read as HEK293 tox 0.7%, GLP-1R inv ag -21.0% and D3 ag -5.7.
O=c1n(Cc2cccc(F)c2)c2ccccc2c2nc(-c3ccccc3)nn12 was read as HEK293 tox -0.7%, GLP-1R inv ag 0.7% and D3 ag -10.0.
`CCOC(=O)c1ccc(NC(=O)c2c(NCc3cc(OC)ccc3OC)sc3c2CCC3)cc1` gave HEK293 tox 4.5%, GLP-1R inv ag 18.6% and D3 ag 7.4.
Screening CC(C)NC(=O)Cn1nc(N2CCN(c3ccccc3)CC2)ccc1=O returned HEK293 tox 8.5%, GLP-1R inv ag -1.6% and D3 ag 1.8.
For COc1ccc(C(=O)Nc2nc3ccc(S(=O)(=O)N4CCCC4)cc3s2)cc1 the results were HEK293 tox 2.5%, GLP-1R inv ag 14.0% and D3 ag 5.1.
COc1ccc(CNC(=O)Cc2c(C)c3c(cc(C)c4c(C)coc43)oc2=O)cc1OC was read as HEK293 tox 7.5%, GLP-1R inv ag 10.0% and D3 ag 3.6.
COc1ccc(Cl)cc1Nc1ccc2cc(S(=O)(=O)N3CCCCC3)ccc2n1 was read as HEK293 tox -8.6%, GLP-1R inv ag inconclusive and D3 ag 0.4.
O=c1n(Cc2ccccc2Cl)c2ccccc2c2nc(-c3ccccc3)nn12 was read as HEK293 tox 4.5%, GLP-1R inv ag 5.5% and D3 ag -0.3.
For CCOc1ccc(NC(=O)Cn2c(CCC(=O)O)ccc2-c2ccc(Cl)cc2)cc1 the results were HEK293 tox 1.5%, GLP-1R inv ag -9.9% and D3 ag 0.5.
For CCC1CCCCN1S(=O)(=O)c1ccc(NC(=O)c2cc(=O)c3ccccc3o2)cc1 (configuration not stated) the results were HEK293 tox 2.4%, GLP-1R inv ag -14.7% and D3 ag -0.3.
CCN1CCN(c2nnc(-n3cccc3C(=O)NCc3ccccc3OC)s2)CC1 was read as HEK293 tox 3.1%, GLP-1R inv ag 5.0% and D3 ag -12.9.
Screening Cc1ccc(C)n1-c1nnc(N2CCC(C(=O)Nc3ccccc3Br)CC2)s1 returned HEK293 tox -5.1%, GLP-1R inv ag -4.6% and D3 ag 5.2.
`CCc1ccc(NC(=O)CC2C(=O)N(c3ccc(OC)cc3)C(=O)N2Cc2ccc(OC)cc2)cc1` (configuration not stated) gave HEK293 tox 2.0%, GLP-1R inv ag 13.4% and D3 ag -3.4.
For O=C(NC1CCCC1)c1ccc2c(c1)N(Cc1ccccc1)C(=O)c1ccccc1S2 the results were HEK293 tox 0.2%, GLP-1R inv ag inconclusive and D3 ag -4.0.

In the list so far, 4 contain an NH in an aromatic ring.
For CCCCCNC(=O)c1c[nH]c2ccc(S(=O)(=O)N3CCC(C)CC3)cc2c1=O the results were HEK293 tox -3.3%, GLP-1R inv ag 10.0% and D3 ag -13.3.
For Cc1ccc(CNS(=O)(=O)c2cc3[nH]c(=O)c(=O)[nH]c3cc2C)cc1 the results were HEK293 tox 2.7%, GLP-1R inv ag 13.0% and D3 ag 7.8.
Screening COC(=O)c1ccc2c(=O)n(CCCCCC(=O)N3CCN(c4cccc(C)c4C)CC3)c(=O)[nH]c2c1 returned HEK293 tox -30.9%, GLP-1R inv ag inconclusive and D3 ag -20.8.
For CCOC(=O)c1cnc2nc(NCc3ccc(OCC)cc3)[nH]n2c1=O the results were HEK293 tox 6.6%, GLP-1R inv ag 16.8% and D3 ag 1.7.
